PfG6PD inh: PfG6PD (Plasmodium falciparum) enzyme inhibition; PfGluPho enzyme, NADPH resazurin-diaphorase fluorescence; inhibition, % at 20 µM; actives 0.78% (n = 350,000);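 active means inhibition reaching at least a set limit at 20 µM in the primary screen, cut at about 59% in these data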;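 further: 0% = DMSO wells with substrate and 100% = DMSO wells lacking glucose-6-phosphate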
ATG4B inh: inhibitors of human ATG4B cysteine protease | Q9Y4P1 | ATG4B cleavage of LC3-PLA2, NBD-HPC fluorescence, 1 h | inhibition, % at 8.33 µM | actives 0.51% (n = 340,000); in the data active means inhibition above about 40%
SENP6 inh: SENP6 protease inhibition; AID 2599; Recombinant SENP6 catalytic domain, aminoluciferin luminescence; inhibition, % at 10 µM; actives 1.8% (n = 330,000);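 active means inhibition above about 50% at the single tested dose, limit read from the data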;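 further: plate controls were DMSO wells with enzyme for no effect and DMSO wells lacking enzyme for full effect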
SENP7 inh: inhibitors of human SENP7 protease | Q9BQF6 | AID 434973 | recombinant SENP7, Z-RLRGG-aminoluciferin luminescence, 40 min | inhibition, % at 5 µM | actives 1.5% (n = 330,000);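 active means inhibition above about 50% at the single test dose, limit read from the data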;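 further: plate controls were DMSO with enzyme for no effect and no enzyme buffer wells for full effect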
HKDC1 inh: inhibitors of human hexokinase HKDC1; recombinant HKDC1, G6PDH/diaphorase resazurin coupled fluorescence; inhibition, % at 20 µM; actives 0.16% (n = 340,000); Q2TB90;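 active means inhibition above about 35% when tested at 20 µM, limit read from the data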;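 further: plate controls were DMSO wells with enzyme for no effect and DMSO wells lacking enzyme for full effect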
Target sequence (Q2TB90 whole entry, looked up): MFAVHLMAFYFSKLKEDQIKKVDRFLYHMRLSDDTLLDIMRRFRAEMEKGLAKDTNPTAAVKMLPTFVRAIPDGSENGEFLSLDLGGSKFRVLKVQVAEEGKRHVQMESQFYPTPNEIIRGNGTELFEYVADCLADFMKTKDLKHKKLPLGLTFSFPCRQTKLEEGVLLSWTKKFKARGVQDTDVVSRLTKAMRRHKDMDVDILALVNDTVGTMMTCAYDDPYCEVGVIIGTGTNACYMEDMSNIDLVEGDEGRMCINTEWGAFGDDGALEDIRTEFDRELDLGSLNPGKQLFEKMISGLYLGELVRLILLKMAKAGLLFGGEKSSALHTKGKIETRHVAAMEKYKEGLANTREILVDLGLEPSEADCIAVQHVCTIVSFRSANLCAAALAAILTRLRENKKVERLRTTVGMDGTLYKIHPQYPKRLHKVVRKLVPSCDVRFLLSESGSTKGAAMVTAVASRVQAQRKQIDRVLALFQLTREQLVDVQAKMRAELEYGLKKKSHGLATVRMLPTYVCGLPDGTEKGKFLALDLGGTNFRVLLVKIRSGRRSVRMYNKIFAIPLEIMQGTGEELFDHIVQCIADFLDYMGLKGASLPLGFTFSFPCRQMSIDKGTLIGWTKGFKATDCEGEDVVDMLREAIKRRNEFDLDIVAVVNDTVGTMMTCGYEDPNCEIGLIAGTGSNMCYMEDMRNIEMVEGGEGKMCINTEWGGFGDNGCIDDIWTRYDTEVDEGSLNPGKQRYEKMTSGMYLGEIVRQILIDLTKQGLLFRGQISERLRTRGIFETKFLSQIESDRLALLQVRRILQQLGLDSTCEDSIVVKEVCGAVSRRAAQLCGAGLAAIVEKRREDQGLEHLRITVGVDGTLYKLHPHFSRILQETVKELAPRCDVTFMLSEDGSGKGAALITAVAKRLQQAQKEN
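System: Recombinant HKDC1 hexokinase | Amount: HKDC1 at 5 µg/mL | Reagent: Glucose with 1 mM ATP | Doses: Single 20 µM dose | Incubation: Reaction time 90 min, room temperature, protected from light | Signal: Coupled resazurin fluorescence, excitation 525 nm, emission 613 nm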
GRIN3A LBD mod: modulators (binders) of human NR3A ligand-binding domain; actives 2.5% (n = 340,000); NR3A LBD differential scanning fluorimetry, Tm shift; 0% = protein alone, 100% = glycine-bound protein; Tm shift relative to glycine control, % at 25 µM;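 active means melting temperature shift of at least 10% of the positive control shift, at one fixed dose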
SENP8 inh: blocks human SENP8 cleavage of Nedd8 substrate; inhibition, % at 20 µM; actives 0.64% (n = 360,000); Q96LD8; recombinant SENP8, Nedd8 substrate fluorescence; AID 602440; in the data active means inhibition mostly above about 40%, no sharp cut-off; inactive means mostly below about 27%
MPTP inh: permeability transition pore inhibition. isolated mouse mitochondria, Ca2+ swelling absorbance, 30 min. inhibition, % at 10 µM. actives 1.4% (n = 360,000). AID 602449;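 active means inhibition of 50% or more, scaled per plate between neutral and stimulator controls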;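 further: 0% = DMSO wells given calcium and 100% = 1 mM EGTA wells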
* marks the source's active call; other numbers are inactive results; i = inactive; · = no result given.

mol,PfG6PD inh,ATG4B inh,SENP6 inh,SENP7 inh,HKDC1 inh,GRIN3A LBD mod,SENP8 inh,MPTP inh
Clc1ccc(Sc2ccccn2)cc1,9.6,0.2,-27.0,-12.3,-0.4,0.5,19.0,1.2
C=CCN1C(=O)c2ccc(C(=O)OCC(=O)N(CC)c3c(N)n(Cc4ccccc4)c(=O)[nH]c3=O)cc2C1=O,-14.8,2.5,·,·,-3.1,-1.2,5.9,-0.7
N/C(CS(=O)(=O)c1ccc(F)cc1)=N\O,-13.5,7.0,1.4,-6.7,-4.1,1.3,3.8,1.5
Cc1cc(NC(=O)c2ccc(F)cc2)no1,6.0,-2.6,-12.9,3.9,-7.4,-1.4,6.8,0.0
Cc1nnc2n1N=CC=C(C(C)(C)C)S2,0.8,-0.2,-1.3,4.0,-9.9,-1.7,13.9,2.0
CN(C)C(=O)c1nc2ccccc2s1,-14.3,10.8,-18.0,14.1,2.4,-0.3,13.3,-0.5
CC(Cc1cccnc1)NC(=O)CCc1nnc(-c2ccccc2)o1 (centres undefined),-4.1,-1.0,-5.7,-14.6,-2.0,1.5,10.4,-1.8
COC(=O)c1cc(NC(=O)c2ccc(Cn3cc(Cl)cn3)o2)cc(C(=O)OC)c1,0.4,-9.9,4.1,3.7,2.8,1.9,7.9,0.0
COc1ccc(C(=O)Nc2ccccc2C(=O)N/N=C/c2ccco2)cc1,17.9,-3.1,4.5,8.9,-7.4,-1.3,-66.0,-0.5
CSc1ccc(/C=N/NC(=O)c2ccc(O)cc2)cc1,-15.2,-3.1,15.5,-9.9,2.2,25.9*,-131.6,4.1

The listing continues.
mol,PfG6PD inh,ATG4B inh,SENP6 inh,SENP7 inh,HKDC1 inh,GRIN3A LBD mod,SENP8 inh,MPTP inh
CCOc1ccc(C(=O)CN2C(=O)NC3(CCCCCC3)C2=O)cc1,-2.3,0.0,-9.4,3.3,-5.3,-1.2,-3.6,-0.5
CCC(C)NC(=O)c1nn(Cc2ccccc2)c(=O)c2ccccc12 (centres undefined),4.4,1.6,-9.2,3.7,-3.0,-1.8,2.7,5.1
O=C(NC1CCN(C(=O)c2cccc([N+](=O)[O-])c2)CC1)c1ccccc1,-11.2,6.1,-22.2,-11.6,-5.5,-3.5,5.2,1.1
COc1ccccc1NS(=O)(=O)c1cc(NC(=O)COc2ccccc2)ccc1N1CCOCC1,15.5,-10.0,-6.8,6.3,-1.9,-1.1,-5.9,-0.6
CCOC(CCNC(=O)c1cc(-c2cccs2)nc2ccccc12)OCC,13.0,-8.4,1.8,-1.4,-2.3,0.0,-301.2,0.7
CS(=O)(=O)c1ccc(Sc2nc3ccccc3s2)c([N+](=O)[O-])c1,0.5,-6.7,-9.9,-11.7,12.1,-15.9,23.0,1.5
O=C1c2ccccc2C(=O)N1CCN1CCCCC1,10.2,0.9,-9.1,-3.0,-2.4,-0.6,20.0,-4.7
CCC(C)Nc1nnc(SCC(=O)c2c(N)n(C3CC3)c(=O)[nH]c2=O)s1 (centres undefined),24.4,-2.9,-3.7,-4.9,3.1,-2.6,8.3,-0.3
O=C(O)COc1ccc(/C=C/c2ccc3cccc([N+](=O)[O-])c3n2)cc1,-3.7,-1.9,5.3,5.3,-8.2,18.4*,19.0,-10.4
O=C(CCNS(=O)(=O)c1ccc2c(c1)CCC(=O)N2)NCc1cccnc1,-4.2,-12.3,-3.2,-11.1,-0.5,-1.2,14.9,-1.2

6 compounds drawn at random from those above:
mol,PfG6PD inh,ATG4B inh,SENP6 inh,SENP7 inh,HKDC1 inh,GRIN3A LBD mod,SENP8 inh,MPTP inh
CCOc1ccc(C(=O)CN2C(=O)NC3(CCCCCC3)C2=O)cc1,-2.3,0.0,-9.4,3.3,-5.3,-1.2,-3.6,-0.5
O=C1c2ccccc2C(=O)N1CCN1CCCCC1,10.2,0.9,-9.1,-3.0,-2.4,-0.6,20.0,-4.7
CCC(C)Nc1nnc(SCC(=O)c2c(N)n(C3CC3)c(=O)[nH]c2=O)s1 (centres undefined),24.4,-2.9,-3.7,-4.9,3.1,-2.6,8.3,-0.3
CCC(C)NC(=O)c1nn(Cc2ccccc2)c(=O)c2ccccc12 (centres undefined),4.4,1.6,-9.2,3.7,-3.0,-1.8,2.7,5.1
COc1ccccc1NS(=O)(=O)c1cc(NC(=O)COc2ccccc2)ccc1N1CCOCC1,15.5,-10.0,-6.8,6.3,-1.9,-1.1,-5.9,-0.6
CS(=O)(=O)c1ccc(Sc2nc3ccccc3s2)c([N+](=O)[O-])c1,0.5,-6.7,-9.9,-11.7,12.1,-15.9,23.0,1.5

Further records
mol,PfG6PD inh,ATG4B inh,SENP6 inh,SENP7 inh,HKDC1 inh,GRIN3A LBD mod,SENP8 inh,MPTP inh
Cc1cccc([C@@H]2[C@@H]3C(=O)N(Cc4ccccc4)C(=O)[C@@H]3[C@]3(C)C(=O)N(c4ccc(Br)cc4)C(=O)N23)c1,11.6,-16.6,0.1,-13.3,2.9,-3.7,1.6,0.8
O=C(N=Nc1c(O)[nH]c2ccccc12)c1ccc(CN2CCOCC2)cc1,7.0,-5.3,-3.2,3.7,6.8,-0.4,25.4,-0.8
CCOc1ccc(NS(=O)(=O)c2ccc(NS(=O)(=O)c3ccc(SC)cc3)cc2)cc1,-39.8,-3.0,-2.9,-14.4,4.9,28.5*,18.7,0.0
C[C@H]1CN([C@@H](C)CO)C(=O)c2cccc(NC(=O)Nc3ccc(C(F)(F)F)cc3)c2O[C@H]1CN(C)C,10.3,-1.7,1.8,-0.8,-0.6,-4.8,11.9,-0.2
CC1CCC(NC(=O)CN(C)S(=O)(=O)c2ccc3c(c2)c(=O)n(C)c(=O)n3C)CC1 (centres undefined),11.3,-1.6,-4.3,-6.6,-5.1,-3.2,-1.2,-2.1
Cc1c(CCC(C)C)c(-n2ccnc2C)n2c(nc3ccccc32)c1C#N,-9.0,-6.1,-6.1,-12.3,2.2,1.4,-207.4,1.6
CNC(=O)Nc1cccc(C(F)(F)F)c1,6.8,-8.9,-5.8,0.2,-6.5,1.2,5.8,4.9
Cc1cc(C)c(S(=O)(=O)N2CCOC2CNC(=O)C(=O)NCCc2ccc(S(N)(=O)=O)cc2)c(C)c1 (centres undefined),13.2,-6.1,0.4,8.2,-4.4,-1.1,7.9,0.4
COCCn1c(SCC(=O)NN2C(=O)NC(C)(c3ccccc3)C2=O)nnc1-c1ccncc1 (centres undefined),3.9,6.3,4.2,-7.8,-6.0,-1.7,-57.0,-0.3
CN(C)c1nc2sc3c(c2c(=O)n1C)CC(C)(C)OC3,6.3,2.6,-8.2,-4.2,-4.4,0.7,-32.0,2.8

The list goes on:
mol,PfG6PD inh,ATG4B inh,SENP6 inh,SENP7 inh,HKDC1 inh,GRIN3A LBD mod,SENP8 inh,MPTP inh
CC(C)(C)NNC(=S)Nc1ccc(S(=O)(=O)N2CCOCC2)cc1,20.1,-9.6,-2.1,-3.3,-7.7,0.4,12.6,-0.1
c1nnc(NC2=NCCC2)s1,-23.2,2.2,-19.1,-16.2,-7.3,-0.9,10.1,-4.3
COc1ccc(NC(=O)CSc2nnc(Cc3cccs3)n2-c2ccc(C)cc2)cc1,6.6,-8.9,-3.8,-1.8,5.6,0.7,16.3,-1.4
COc1ccccc1CNC(=O)CN1C(=O)NC2(CCCc3sccc32)C1=O (centres undefined),9.4,-4.5,7.3,7.9,-0.5,-0.3,6.5,0.1
O=S(=O)(c1ccc(-c2csc(Nc3ccc(F)cc3)n2)cc1)N1CCCC1,29.6,0.1,1.2,-6.6,-7.0,23.6*,-448.0,84.4*
Cc1ccc2cccc(OCCCOc3ccccc3CO)c2n1,8.4,-3.3,2.4,2.8,6.0,-1.4,-86.2,0.2
CCOc1cccc(/C=N/NS(=O)(=O)c2ccc(C)c([N+](=O)[O-])c2)c1O,6.3,-4.8,0.2,-5.5,-0.1,4.9,34.4,-2.8
CC(C)(C)NC(=O)Nc1ccc(Br)cc1,-12.9,2.1,-11.9,-1.7,2.5,-8.3,18.4,57.8*
Cc1ccc(S(=O)(=O)NCCc2nnc3ccc(SCc4cccnc4)nn23)cc1,-12.5,2.5,-0.8,-6.8,-4.5,-2.4,-8.7,1.1
CN(Cc1ccco1)C(=O)CN1C(=O)NC2(CCCC2)C1=O,1.4,-4.7,16.8,-2.4,-3.6,1.9,4.9,-1.4

New compounds follow
mol,PfG6PD inh,ATG4B inh,SENP6 inh,SENP7 inh,HKDC1 inh,GRIN3A LBD mod,SENP8 inh,MPTP inh
CCOc1ccc(CCNC(=O)c2cccnc2N2CCCC2)cc1OCC,-26.7,-11.2,-12.5,0.2,-10.9,1.5,-4.1,-0.1
CCOC(=O)C1=C(C)OC(N)=C(C#N)C1c1cc2c(cc1Br)OCO2 (centres undefined),17.5,2.1,-11.2,-1.6,3.1,-1.7,-11.8,1.9
COc1ccc(NS(=O)(=O)c2cc(NC(=O)c3ccc(=O)[nH]c3)ccc2N2CCOCC2)cc1,10.8,-7.5,-3.2,-1.2,2.7,-0.3,7.3,-1.5
COc1ccccc1NC(=O)CCNC(=O)Cn1ccc2ccccc2c1=O,5.0,-5.9,4.5,2.3,-7.7,1.0,-12.8,-0.3
Cc1ccc(S(=O)(=O)NN2C(=O)c3ccccc3NC2c2cccc(O)c2)cc1 (centres undefined),-11.5,9.5,7.7,3.6,-3.2,1.1,-372.7,-2.6
CC(C)c1ccc(NC(=S)Nc2cccc3ccccc23)cc1,18.3,-3.3,42.5,7.6,6.6,3.5,-396.0,6.8
CC(/C=N/NC(=O)c1ccc(CN2c3cccc4cccc(c34)S2(=O)=O)cc1)c1ccccc1 (centres undefined),10.4,-5.0,-13.4,3.7,-2.5,-1.1,-426.7,-2.3
COCCOC1CCN(C(=O)C2CCC(=O)N(CCc3ccccc3)C2)CC1 (centres undefined),-4.4,2.6,-8.3,-15.9,5.9,2.2,-4.5,0.6
O=C1CN(c2ccc(Cl)cc2)C(=O)CN1NC(=S)Nc1ccc(Cl)cc1,-10.9,2.4,13.1,5.9,-0.6,2.2,42.7*,-3.8
O=C(CCSc1nc(-c2ccc3c(c2)OCO3)cc(C(F)(F)F)n1)NCc1ccccc1,-19.5,9.4,-2.3,12.0,-6.0,3.1,i,1.6

(cont.)
mol,PfG6PD inh,ATG4B inh,SENP6 inh,SENP7 inh,HKDC1 inh,GRIN3A LBD mod,SENP8 inh,MPTP inh
S=c1[nH]nc(-c2c[nH]c3ccccc23)o1,5.4,-3.6,-9.5,4.5,-4.8,-26.6,-297.6,-1.2
CCN(CC(=O)NCc1ccc(F)cc1)CC(=O)Nc1ccccc1-c1ccccc1,-0.3,10.0,-23.9,0.1,-4.2,1.2,18.3,-0.9
CCOc1ccc(C(=O)NC(=S)NC2CCCC2)cc1[N+](=O)[O-],2.7,20.8,-46.4,3.9,-1.1,-4.1,15.7,3.2
CC(C)CNC(=O)c1ccccc1NC(=O)c1ccccc1N(C)S(=O)(=O)c1ccccc1,4.7,-6.6,-9.7,3.7,-9.8,-0.2,-7.8,0.9
CCOC(=O)[C@@H]1[C@H]2COc3ccc(Br)cc3[C@@H]2N2C(=O)N(c3ccc(Br)cc3)C(=O)[C@]12C,2.4,-1.7,-15.0,-10.6,-0.3,0.6,11.7,0.9
Cc1ccc(S(=O)(=O)N2[C@@H](c3ccc(Br)cc3)C(C(=O)O)=CC[C@H]2c2cccc(C)c2)cc1,-15.1,-0.1,-16.1,3.7,8.6,-7.0,-4.6,0.8
Cc1ccc(N2C(=O)c3n[nH]c(C)c3C2c2cccnc2)cc1 (centres undefined),-4.8,-10.7,-12.2,-4.4,-11.6,-1.3,19.4,1.4
COc1ccc(CCNC(=O)CSc2ccc3ccccc3c2)cc1OC,2.7,-14.2,4.1,4.7,10.5,-1.7,9.5,1.7
Nc1cccc2c1C(=O)N(c1ccccc1)C2=O,43.1,-8.2,-4.5,0.9,-2.5,0.1,-428.7,-1.4
COc1ccc(CC(=O)Nc2ccc(/C(C)=N/NC(=O)c3cccc([N+](=O)[O-])c3)cc2)cc1,-10.8,12.8,-12.5,2.2,-4.7,1.8,16.0,-0.3

From PubChem BioAssay

Compounds as they come; about 6.9% have a hit in one of these screens.
